Screening data (PubChem BioAssay)
SENP8 block-1 = human SENP8 protease inhibitors, primary screen, biochemical, fluorescence, Nedd8 protein substrate, uHTS | inhibition, % at 20 µM | recombinant SENP8 | hit rate 0.64% among 360,000 | AID 602440, 2012 | Sentrin-specific protease 8 (Homo sapiens), Q96LD8; in the data active = inhibition mostly above about 40%, no sharp cut-off; inactive = mostly below about 27%
Target sequence (Q96LD8 whole entry, looked up): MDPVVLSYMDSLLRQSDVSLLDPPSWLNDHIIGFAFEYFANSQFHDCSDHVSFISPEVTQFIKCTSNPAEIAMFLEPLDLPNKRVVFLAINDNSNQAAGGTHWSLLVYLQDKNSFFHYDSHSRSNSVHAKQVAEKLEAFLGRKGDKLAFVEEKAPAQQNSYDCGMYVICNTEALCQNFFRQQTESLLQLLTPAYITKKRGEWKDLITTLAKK
SENP7 block = SENP7 protease inhibitors, primary screen, biochemical, luminescence, uHTS. recombinant SENP7, Z-RLRGG-aminoluciferin luminescence, 40 min. inhibition, % at 5 µM. hit rate 1.5% among 330,000;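 active = inhibition above about 50% at the single test dose, limit read from the data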;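 note: plate controls were DMSO with enzyme for no effect and no enzyme buffer wells for full effect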
Target sequence (Q9BQF6 706-1050 limits assumed): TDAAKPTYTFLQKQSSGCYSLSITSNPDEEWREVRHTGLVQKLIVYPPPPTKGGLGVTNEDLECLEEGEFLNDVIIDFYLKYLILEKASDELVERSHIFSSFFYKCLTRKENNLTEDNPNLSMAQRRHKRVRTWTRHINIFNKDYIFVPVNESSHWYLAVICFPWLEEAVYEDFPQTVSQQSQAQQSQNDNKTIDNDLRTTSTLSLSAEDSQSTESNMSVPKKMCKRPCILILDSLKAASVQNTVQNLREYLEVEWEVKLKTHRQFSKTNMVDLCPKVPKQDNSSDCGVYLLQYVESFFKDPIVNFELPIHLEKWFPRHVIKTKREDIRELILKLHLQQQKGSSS
Apaf1 inhib = inhibitors of human Apaf-1 apoptosome, primary screen, biochemical, DEVD-Rh110 fluorescence, uHTS. hit rate 0.71% among 330,000. Apoptotic protease-activating factor 1 (Homo sapiens), O14727. inhibition, % at 20 µM. reconstituted apoptosome caspase-3 activity. AID 489030, 2010; active = inhibition of at least 40% at 20 µM;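 note: plate controls were DMSO wells for no effect and DEVD-CHO caspase inhibitor wells for full effect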
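Assay system – apoptosome proteins · Medium – Hepes buffer, pH 7.5 · Also added – cytochrome c with DEVD-Rh110 · Timing – 30 min compound preincubation, 50 min activation, room temperature · Detection – Rh110 fluorescence, excitation 480 nm, emission 540 nm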
SENP8 block-2 = SENP8 protease inhibitors, primary screen, biochemical, luminescence; Sentrin-specific protease 8 (Homo sapiens), Q96LD8; purified SENP8, Z-RLRGG-aminoluciferin cleavage; inhibition, % at 10 µM; hit rate 1.2% among 330,000; AID 2540, 2010; in the data active = inhibition above about 50%
SENP6 inh = SENP6 protease inhibitors, primary screen, biochemical, luminescence, uHTS; hit rate 1.8% among 330,000; Recombinant SENP6 catalytic domain, aminoluciferin luminescence; inhibition, % at 10 µM; AID 2599, 2010;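 active = inhibition above about 50% at the single tested dose, limit read from the data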;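 note: plate controls were DMSO wells with enzyme for no effect and DMSO wells lacking enzyme for full effect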
Target sequence (Q9GZR1 628-1112 limits assumed): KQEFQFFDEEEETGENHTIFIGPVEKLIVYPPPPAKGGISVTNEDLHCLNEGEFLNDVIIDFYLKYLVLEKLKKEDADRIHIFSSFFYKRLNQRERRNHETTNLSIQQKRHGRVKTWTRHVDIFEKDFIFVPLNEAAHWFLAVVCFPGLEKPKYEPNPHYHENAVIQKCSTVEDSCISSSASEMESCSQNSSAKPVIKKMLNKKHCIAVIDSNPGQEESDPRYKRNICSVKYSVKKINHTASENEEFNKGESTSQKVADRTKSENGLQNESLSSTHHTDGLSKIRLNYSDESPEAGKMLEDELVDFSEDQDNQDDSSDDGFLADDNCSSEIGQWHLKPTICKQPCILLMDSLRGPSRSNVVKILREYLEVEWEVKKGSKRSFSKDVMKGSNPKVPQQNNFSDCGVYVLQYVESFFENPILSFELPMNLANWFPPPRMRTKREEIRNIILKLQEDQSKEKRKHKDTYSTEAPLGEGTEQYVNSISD
HKDC1 inhibitor = HKDC1 hexokinase inhibitors, primary screen, biochemical, fluorescence, uHTS; inhibition, % at 20 µM; recombinant HKDC1, G6PDH/diaphorase resazurin coupled fluorescence; Q2TB90; hit rate 0.16% among 340,000;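 active = inhibition above about 35% when tested at 20 µM, limit read from the data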;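 note: plate controls were DMSO wells with enzyme for no effect and DMSO wells lacking enzyme for full effect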
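Assay system: in-house recombinant HK5 (HKDC1) enzyme. Input: HKDC1 at 5 µg/mL. Medium: Tris pH 8.0 buffer with MgCl2, Tween-20, BSA, BME. Dosing: single 20 µM dose. Schedule: 90 min reaction incubation at room temperature, dark. Signal: resazurin-to-resorufin fluorescence via G6PDH and diaphorase coupling, 525/613 nm. Controls: DMSO-enzyme wells negative, buffer-substituted wells positive.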
NLRP3 yeast inh = NALP3 inflammasome inhibitors in reconstituted yeast, primary screen, luminescence, uHTS; hit rate 0.39% among 330,000; Yeast reconstituted NLRP3/ASC/caspase-1, beta-gal luminescence, 24 h; AID 2825, 2010; inhibition, % at 10 µM;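 active = inhibition of 50% or more; inactive = inhibition below 50%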;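 note: plate controls were induced DMSO wells for no effect and uninduced yeast grown without galactose for full effect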
SENP1 FRET inh = human SENP1 catalytic domain inhibitors, primary screen, biochemical, FRET, uHTS | hit rate 0.21% among 360,000 | recombinant SENP1 catalytic domain, CyPet-SUMO1-YPet FRET cleavage | inhibition, % at 10 µM | Sentrin-specific protease 1 (Homo sapiens), Q9P0U3;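 active = inhibition at least 30% at 10 µM, raw YFP signal under a set limit, fluorescence ratio 0.5 to 1.5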;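 note: 0% = enzyme with DMSO and 100% = no enzyme wells; some results filed as inactive read as strong as hits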
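Material – human SENP1 catalytic domain · Input – SENP1 enzyme, 20 pM final · Compound dosing – single concentration of 10 µM compound, 0.5% DMSO final · Timing – enzyme reaction for 50 min at room temperature, dark · Measured by – FRET fluorescence in CFP and YFP emission channels · Control set – no-enzyme wells low, DMSO-plus-enzyme wells high control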
PfGluPho inh = PfG6PD enzyme inhibitors, primary screen, biochemical, fluorescence intensity, uHTS | AID 504690, 2011 | glucose-6-phosphate dehydrogenase-6-phosphogluconolactonase (Plasmodium falciparum 3D7) | inhibition, % at 20 µM | hit rate 0.78% among 350,000 | PfGluPho enzyme, NADPH resazurin-diaphorase fluorescence;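 active = inhibition reaching at least a set limit at 20 µM in the primary screen, cut at about 59% in these data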;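 note: 0% = DMSO wells with substrate and 100% = DMSO wells lacking glucose-6-phosphate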
Active calls of the source: *; i = inactive; . = not tested or not shown.

SMILES | SENP8 block-1 | SENP7 block | Apaf1 inhib | SENP8 block-2 | SENP6 inh | HKDC1 inhibitor | NLRP3 yeast inh | SENP1 FRET inh | PfGluPho inh
CC1(C)CC(=O)C2=C(C1)N(c1ccccc1)C(=O)CC2c1ccsc1 (stereo unspecified) | 15 | 2 | -4 | 1 | 6 | -7 | 3 | 3 | -3
O=C1Nc2ccccc2S/C1=C/Nc1cccc(Cl)c1 | 9 | -42 | 27 | -19 | -16 | -1 | 22 | 0 | 1
CCN(CC)CCCn1c(C)cc2c(c1=O)C(c1ccccc1)C(C#N)=C(N)O2 (stereo unspecified) | 26 | 3 | 7 | 1 | -20 | -5 | 0 | -1 | -7
O=C(c1ccccc1-c1ccccc1)N1CCCC1 | 15 | 3 | -3 | 5 | -13 | -5 | -1 | -2 | 3
COc1ccc(OC)c(C2NC(=O)NC(C)=C2C(=O)OC2CCCCC2)c1 (stereo unspecified) | -12 | -5 | 4 | -4 | 2 | -5 | 14 | -3 | 2
Cc1cc(N2CCN(c3ccccc3)CC2)nc(NCc2ccccc2)n1 | 6 | -2 | 32 | -11 | -3 | 3 | 29 | 1 | -13
Cc1ccc(S(=O)(=O)N2CCCC(c3nnc4n3-c3ccccc3SC4)C2)cc1 (stereo unspecified) | 12 | -1 | 13 | 1 | -12 | 1 | 11 | 2 | -11
O=C1c2ccccc2C(=O)N1CCCc1cn(C[C@H]2CC[C@H](Cn3cc(CCCN4C(=O)c5ccccc5C4=O)nn3)O2)nn1 | 7 | -7 | 21 | . | . | 5 | . | 2 | 6
N/C(=N\OC(=O)CCC1CCCC1)c1cccnc1 | 10 | -3 | -6 | -2 | 7 | -5 | 2 | 2 | -13
Cc1cc(Nc2c(C)n(C)n(-c3ccccc3)c2=O)n2c(nc3cc(F)c(F)cc32)c1C#N | . | 10 | -1 | 4 | -5 | 11 | 8 | . | 33
O=C(NCc1ccccc1)N1CCN(c2ccccc2)CC1 | 16 | 4 | 6 | 3 | -26 | -7 | 8 | 2 | -5
CCOc1ccc(OCc2ccc(C(=O)Nc3cccc(C)n3)o2)cc1 | -38 | 12 | 3 | -7 | -17 | 6 | 32 | -10 | 8
CCCCCCCCn1ccc(=N)cc1 | 16 | 3 | -15 | 5 | -15 | -8 | 0 | 2 | -5
O=C(Nc1ccccc1)N(C1=NCCCCS1)c1cccc2ccccc12 | -53 | 0 | 0 | -9 | 8 | 10 | 19 | 3 | -7
Cc1ccnc(NC(=O)CNC(=O)c2ccc(Br)o2)c1 | 10 | 6 | 0 | -19 | -2 | -9 | 6 | 2 | 2
O=C(COC(=O)Cn1cnc2ccccc2c1=O)Nc1ccccc1Sc1ccc(Cl)cc1 | 16 | 3 | 13 | 4 | 9 | 8 | 19 | 1 | 71*
O=C(NCc1ccco1)c1ccc(Cl)cc1[N+](=O)[O-] | 10 | . | . | . | . | -7 | . | 2 | 4
CCOC(=O)c1c(C)c(C(=O)NCc2ccc3c(c2)OCO3)c(C)n1CC | 12 | 1 | 1 | -7 | -6 | 1 | 10 | 2 | -12
CN1/C(=C\C(=O)COC(=O)CNC(=O)c2ccc3ccccc3c2)C(C)(C)c2ccccc21 | -297 | -5 | 32 | -4 | -2 | -3 | -2 | -14 | 14
Cc1occc1C(=O)Nc1cccnc1 | 20 | 5 | 0 | 2 | -1 | 3 | 13 | -2 | 3
CN(c1ccccc1C(=O)NCc1ccccn1)S(C)(=O)=O | 10 | -8 | 5 | 1 | -8 | -4 | -13 | -3 | 35
Clc1ccc(CSc2ccc(-c3ccccn3)nn2)cc1 | 23 | 16 | -9 | -11 | 1 | -5 | 16 | 2 | 10
COc1cccc(NC(=O)c2ccc3c(c2)OCO3)c1 | 29 | 96* | -5 | 88* | 93* | 0 | 33 | 0 | 16
O=C(O)Cc1ccccc1C(=O)O | 26 | 4 | 0 | -6 | -4 | -11 | 7 | 3 | -4

Single entries from the results shown:
SENP1 FRET inh result of O=C(NCc1ccco1)c1ccc(Cl)cc1[N+](=O)[O-] is entered as 2
NLRP3 yeast inh result of CN1/C(=C\C(=O)COC(=O)CNC(=O)c2ccc3ccccc3c2)C(C)(C)c2ccccc21 is entered as -2
SENP8 block-2 result of CCCCCCCCn1ccc(=N)cc1 is entered as 5

Continuation.
SMILES | SENP8 block-1 | SENP7 block | Apaf1 inhib | SENP8 block-2 | SENP6 inh | HKDC1 inhibitor | NLRP3 yeast inh | SENP1 FRET inh | PfGluPho inh
CCNC(=S)Nc1ccc(-c2nc3ccccc3[nH]2)cc1 | -166 | 40 | -1 | 16 | 16 | 5 | 13 | 3 | 5
COC(=O)CSc1nc(-c2ccc(F)cc2)cc(C(F)(F)F)n1 | 27 | 8 | 7 | -6 | -13 | 3 | 15 | -1 | 4
Cn1c(COc2ccc3ccccc3c2)nnc1SCC(=O)OC1CCCCC1 | 17 | 5 | 25 | 0 | 3 | -7 | 18 | -1 | -6
O=C(C1=C[C@@H](c2ccccc2)C[C@@H](OCc2ccc(CO)cc2)O1)N1CCCCCCC1 | 20 | -5 | 12 | -10 | -3 | 1 | 14 | -1 | 7
O=C(NCc1ccc(F)cc1)NC(=O)c1ccc(Cl)cc1 | 7 | 15 | -9 | -5 | -10 | -4 | 16 | 0 | -6
Oc1ccc(N2CCN(Cc3ccc(OCCCN4CCCCC4)cc3)CC2)cc1 | 40* | -9 | 14 | -3 | 9 | 12 | 30 | -6 | 75*
C=C(C)CSc1nnc([C@@H](NC(=O)OC(C)(C)C)C(C)CC)o1 (stereo partly specified) | 12 | 9 | 15 | -3 | 6 | 5 | 20 | 2 | 7
COc1cc(C(=O)OCn2nnc3ccccc3c2=O)cc(OC)c1OC | 11 | 3 | -3 | -8 | -8 | -5 | 1 | 5 | -8
C=CCOCCN1C(=O)C2C3C=CC(C2C1=O)C1C2C(=O)N(CCOCC=C)C(=O)C2C31 (stereo unspecified) | 7 | 2 | -11 | -3 | 13 | 13 | -2 | 1 | -2
O=C(NCCOc1ccc(Cl)cc1)c1ccco1 | 12 | 0 | -8 | 3 | -15 | -4 | 26 | 0 | -5
CCN(CC(=O)Nc1cc(Cl)ccc1C)C(=O)CC1CCCC1 | 7 | -3 | -8 | 3 | -6 | -4 | 9 | 1 | 33
Cc1ccc2c(c1)nnn2C1CCN(C(=O)C2CCCCC2)CC1 | 18 | -8 | 3 | -1 | -6 | -1 | 11 | 1 | -6
O=C(O)C(Cc1ccccc1)n1cccc1 (stereo unspecified) | 2 | 4 | 1 | 0 | -1 | -3 | 2 | 1 | -2
NC(=O)COc1ccccc1 | 11 | 4 | -25 | -3 | -18 | 0 | 7 | -1 | 1
CCN(CC(=O)Nc1ccc2c(c1)OCCO2)C(=O)/C=C/c1ccccc1 | 3 | 4 | -5 | 5 | -2 | -4 | -9 | 1 | 6
CC(C)(C)C(C(=O)Oc1ccccc1)c1ccccc1 (stereo unspecified) | 19 | -3 | -2 | -3 | -10 | -4 | 18 | 2 | -3
CCc1cccc(C)c1NC(=S)N(CCN(C)C)C(C)c1ccco1 (stereo unspecified) | 16 | -6 | -17 | 7 | -10 | -2 | 5 | 6 | -1
CC(C)(C)c1cc(C(=O)NCC(=O)OCC(=O)c2cccc([N+](=O)[O-])c2)cc(C(C)(C)C)c1 | 25 | -9 | 30 | -6 | -10 | -6 | 1 | 0 | -11
O=C(Cc1ccccc1)NC1c2ccccc2-c2ccccc21 | 11 | 11 | -5 | 1 | -5 | -12 | 4 | 4 | 11
CN(c1ccccc1C(=O)Nc1cccc([N+](=O)[O-])c1)S(=O)(=O)c1ccccc1 | 10 | -7 | -6 | -3 | -10 | -3 | 16 | 0 | 10
CC(=O)Nc1cc(-c2nn(CC(=O)N3CCCCC3)c(=O)c3ccccc23)ccc1N1CCOCC1 | 0 | -6 | -18 | -7 | -9 | -7 | 4 | -2 | -7
COc1ccc(CNC(=O)c2ccc(S(=O)(=O)N3CCOCC3)cc2)cc1 | 7 | 0 | -7 | 1 | -1 | -1 | 13 | 2 | 2
COc1ccc(-n2nc(C(=O)NCC(=O)N(C)Cc3ccccc3)c3ccccc3c2=O)cc1 | -217 | 0 | 24 | -6 | -12 | -4 | 13 | -1 | -11
COc1cc(/C=N/NC(=O)/C(=C\c2ccc3c(c2)OCO3)NC(=O)c2ccccc2)ccc1O | -27 | -2 | 29 | -3 | -39 | -2 | -34 | -8 | 0
FC(F)(F)c1cccc(NC(=S)NC2CCCC2)c1 | 9 | 5 | 8 | -4 | -2 | 11 | 17 | 2 | 6
O=C(Nc1scc(-c2ccccc2)c1C(=O)O)c1ccco1 | -94 | 44 | 8 | 47 | 71* | 11 | -3 | 0 | 4
NC(=O)C(c1ccc(F)cc1)c1ccc(C(=O)c2ccccc2)cc1 (stereo unspecified) | 26 | -12 | 13 | -2 | -14 | 4 | 0 | 1 | 1
CCOc1ccc(NC(=O)C(c2ccccn2)N(C(=O)CCl)c2ccc(OC)cc2)cc1 (stereo unspecified) | 25 | 10 | -9 | 1 | 2 | 12 | 11 | -17 | 53
Cc1cc(OCC(=O)NC(Cc2ccc(Cl)cc2)C(=O)O)c2c(C)cc(=O)oc2c1 (stereo unspecified) | 5 | -10 | 1 | -10 | -8 | 2 | 4 | 1 | -13
CCOC(=O)c1cc(C(=O)c2cc(Br)ccc2O)coc1=N | -38 | 2 | 5 | -3 | -9 | -4 | 12 | -13 | -13
COc1ccc2oc(C(=O)OCC(=O)NCCc3ccc(S(N)(=O)=O)cc3)c(C)c2c1 | i | 4 | -27 | 8 | -7 | -3 | 5 | 1 | -4
CCCC(C(=O)Nc1ccc(S(=O)(=O)N2CCOCC2)cc1)c1ccccc1 (stereo unspecified) | -2 | 7 | 5 | -1 | -17 | -1 | 9 | 3 | 14
O=C1CC(c2ccccc2)CC(=O)N1c1ccccc1 | 2 | 0 | -16 | 5 | 2 | -3 | -8 | 2 | 4
O=C(Nc1nnc(-c2ccccn2)o1)c1cccc(Br)c1 | 10 | 21 | 7 | 24 | 22 | -7 | -11 | 0 | -9

Some entries already given with just SENP8 block-1 and NLRP3 yeast inh.
smiles	SENP8 block-1	NLRP3 yeast inh
O=C(Nc1nnc(-c2ccccn2)o1)c1cccc(Br)c1	10	-11
Cc1cc(OCC(=O)NC(Cc2ccc(Cl)cc2)C(=O)O)c2c(C)cc(=O)oc2c1 (stereo unspecified)	5	4
